uPA generation: inhibitors of cell surface uPA generation; 0.31% of 330,000 active; Potency, µM (highest dose often 38.3 µM), inactives show top-dose activity change, negative = inhibition, usual class: inhibitors; cell surface uPA generation assay, qHTS; active = well fitted inhibition curve with a large enough effect; inconclusive = small, poorly fitted or top-dose-only effect; inactive = no such curve, though single readings can be large or run the other way; tested in mouse RAW 264.7 cells; note: potency is the fitted concentration of half-maximal effect; % is set by controls: 0 for no effect and ±100 for the full control effect; nearly all actives have a fitted effect of over 55% in size
ELG1 DNA repair: blocks ELG1-dependent DNA repair in HEK293T cells. HEK293T ELG1-luciferase reporter, luminescence, 16 h; DNA damage induced by 5-fluorouridine. Potency, µM (highest dose often 46.1 µM), for inactives: at the highest dose activity change, negative = inhibition, hits mostly inhibitors. 2.3% of 330,000 active. AID 504467; note: potency is the fitted concentration of half-maximal effect; % is set by controls: 0 for no effect and ±100 for the full control effect; nearly all actives have a fitted effect of over 55% in size
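Step one: seed 2,000 cells per well. Step two: pin-transfer compound or DMSO alongside 5-fluorouridine. Step three: incubate 16 hr, 37 °C, 5% CO2. Step four: add ONE-Glo, wait 30 min, read luminescence.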
Tb PFK inh: T. brucei PFK enzyme inhibition. O15648. T. brucei PFK, ADP-Glo luminescence. Potency, µM (series often up to 57.5 µM), inactives show at the top dose activity, negative = inhibition, hits mostly inhibitors. 0.17% of 330,000 active. AID 485367;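 note: potency is the fitted concentration of half-maximal effect; 0% = uninhibited 1x PFK enzyme wells and -100% = no-enzyme wells; nearly all actives have a fitted effect of over 60% in size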
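In TEA buffer at pH 8.0 with 5 mM MgCl2, enzyme (1.25 nM) converted F6P (0.5 mM) and ATP (0.1 mM) for 45 min at room temperature. ADP product was read by luciferase luminescence.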
TCR activator: activates T cell receptor signaling | Potency, µM (highest dose often 9.22 µM), without a hit: at the highest dose activation of IL-2 secretion, usual class: activators | 330,000 tested, under 10 active | AID 504894 | primary human leukocytes, anti-CD3, IL-2 HTRF, 48 h; note: % of control where 0% means no effect
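IL-2 produced over 48 hr by a-CD3 bead-stimulated primary human leukocytes exposed to compounds was detected with a homogeneous time-resolved FRET immunoassay, 665nm acceptor signal after 320nm excitation.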
USP2a inh: inhibitors of human ubiquitin-specific protease USP2a. O75604. USP2 core, Ub-CHOP2 coupled fluorogenic reporter, 485/531. Potency, µM (series often up to 38.3 µM), for inactives: top-dose activity change, negative = inhibition, actives largely listed as inhibitors. 0.01% of 330,000 active. AID 463254;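 note: potency is the fitted concentration of half-maximal effect; plate controls were DMSO wells for no effect and full inhibition by NEM control for full effect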
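USP2 core (10nM final) preincubated 30min RT with compound in 20mM Tris-HCl pH 8.0, 2mM CaCl2, 2mM beta-mercaptoethanol, 0.05% CHAPS; 25nM Ub-CHOP2 plus 25nM reporter substrate added, fluorescence (Ex485/Em531) read after 60min.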
TSG101-PTAP inh: blocks PTAP/TSG101 interaction to inhibit HIV-1 budding. Potency, µM (highest dose often 115 µM), for inactives: at the top dose activity change, negative = inhibition, hits mostly inhibitors. 340,000 tested, under 10 active. Fluorescence polarization, FITC-PTAP peptide / Tsg101 binding. AID 493005. Q99816; active = well fitted inhibition curve with a large enough effect in the main read-out, with a control signal flat, not every such curve was filed as active; inconclusive = small, poorly fitted or top-dose-only effect, or effect the other way, or a change in a side signal; inactive = no such curve, though single readings can be large or run the other way; note: potency is the fitted concentration of half-maximal effect; % of control where 0% means no effect
Target sequence (Q99816 whole entry, looked up): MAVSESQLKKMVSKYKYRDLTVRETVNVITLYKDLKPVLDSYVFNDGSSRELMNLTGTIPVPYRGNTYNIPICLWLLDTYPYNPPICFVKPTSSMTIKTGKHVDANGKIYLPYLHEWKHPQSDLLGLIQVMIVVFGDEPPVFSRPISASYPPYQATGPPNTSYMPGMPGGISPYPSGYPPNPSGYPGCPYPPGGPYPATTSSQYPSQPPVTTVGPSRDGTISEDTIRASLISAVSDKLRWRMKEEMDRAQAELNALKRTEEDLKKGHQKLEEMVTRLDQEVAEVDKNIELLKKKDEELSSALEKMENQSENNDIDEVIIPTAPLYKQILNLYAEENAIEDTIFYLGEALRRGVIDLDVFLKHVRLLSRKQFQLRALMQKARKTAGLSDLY
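Compounds were pin-transferred onto Tsg101 binding domain (10 uM final) in HEPES pH 7.5 buffer, then FITC-PTAP peptide was added at 50 nM final. After 20 min at RT, polarization reported peptide displacement across a qHTS concentration series.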
Eya2 inh: blocks the phosphatase activity of human Eya2. O00167. 0.006% of 330,000 active. AID 488837. recombinant Eya2, OMFP fluorescence dephosphorylation (OMFP is methylfluorescein phosphate). Potency, µM (highest dose often 76.9 µM), for the others: top-dose activity, negative = inhibition, most hits filed as inhibitors; note: potency is the fitted concentration of half-maximal effect; % is set by controls: 0 for no effect and ±100 for the full control effect
Target sequence (O00167 whole entry, looked up): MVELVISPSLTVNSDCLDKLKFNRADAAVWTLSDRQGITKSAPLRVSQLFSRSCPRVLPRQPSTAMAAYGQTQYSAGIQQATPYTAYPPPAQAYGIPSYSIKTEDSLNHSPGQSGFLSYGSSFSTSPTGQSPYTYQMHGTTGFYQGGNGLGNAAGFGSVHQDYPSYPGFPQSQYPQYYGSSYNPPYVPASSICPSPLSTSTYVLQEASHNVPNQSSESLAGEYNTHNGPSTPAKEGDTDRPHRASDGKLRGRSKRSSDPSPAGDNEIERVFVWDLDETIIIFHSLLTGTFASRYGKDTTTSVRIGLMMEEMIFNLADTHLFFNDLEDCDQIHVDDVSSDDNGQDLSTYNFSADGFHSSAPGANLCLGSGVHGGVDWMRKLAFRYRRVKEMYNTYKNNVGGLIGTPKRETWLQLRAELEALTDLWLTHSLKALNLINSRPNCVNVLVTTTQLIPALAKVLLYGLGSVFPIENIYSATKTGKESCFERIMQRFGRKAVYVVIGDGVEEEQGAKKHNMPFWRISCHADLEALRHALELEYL
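Eya2 protein (added as 0.2 uM solution) was preincubated with compound for 10 min at ambient temperature in 50 mM HEPES pH 7.5, 50 mM NaCl, 5 uM MgCl2, 0.05% BSA, 1 mM DTT. OMFP (added at 50 uM) then reacted 10 min; fluorescence read at 485/525 nm.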
Mito fusion act: mitochondrial division inhibition or fusion activation. S. cerevisiae fusion-defective mutant growth rescue, CellTiterGlo 48 h. Potency, µM (top dose mostly 46.1 µM), for the others: at the top dose growth rescue (activation), usual class: activators. 0.23% of 320,000 active. AID 485298;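 note: potency is the fitted concentration of half-maximal effect; % of control where 0% means no effect; nearly all actives have a fitted effect of over 45% in size; temperature-sensitive fusion mutants such as fzo1-1 at 37 °C on non-fermentable ethanol glycerol medium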
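Compounds are tested for their ability to restore growth of mitochondrial fusion-defective yeast strains at non-permissive 37C in YPEG medium over 48 hours. Viability is quantified by luciferase luminescence.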
TSHR antagonist: blocks TSH signaling through the human TSH receptor | P16473 | TSHR-expressing cells, TSH-stimulated cAMP HTRF, 2 h; hits give low values | activity change, negative = inhibition, % at 11.5 µM | 0.2% of 330,000 active;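 active = activity change below a set negative limit, meaning inhibition stronger than a set level, cut at about -70% in these data; inconclusive = activity change between two set negative limits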; note: % is set by controls: 0 for no effect and ±100 for the full control effect
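Antagonism was scored as loss of TSH-driven cAMP in TSHR cells, stimulated with 4nM TSH (EC80) for 2 hours at 37 deg C and detected by homogeneous HTRF competition immunoassay.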
BCR signal inh: chronic active BCR signaling inhibition | 0.05% of 340,000 active | AID 493014 | Potency, µM (top dose mostly 46.1 µM), for inactives: top-dose ratio change, negative = lower green/red ratio, hits mostly inhibitors | ABC-DLBCL IkBa-CBG/CBR reporter, luminescence ratio, 4 h; active = well fitted inhibition curve with a large enough effect in the signal ratio, with a control signal flat, not every such curve was filed as active; inconclusive = small, poorly fitted or top-dose-only effect, or effect the other way, or a change in a side signal; the % refers to the signal ratio;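 note: potency is the fitted concentration of half-maximal effect; plate controls were basal doxycycline-induced cells for no effect and cells given 10 µM MG132 for full effect; MG132 reads +100%, hits lower the ratio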
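Doxycycline induced both beetle luciferases in TMD8 lymphoma cells; IKK-driven degradation limits the IkappaBalpha-fused green signal, while red luminescence normalises for cell number and nonspecific effects. Compounds tested up to 46 uM, 4 hrs.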
B2AR arrestin: recruits beta-arrestin to the human beta2-adrenergic receptor | Potency, µM (titrated, usually from 46.1 µM), for inactives: at the highest dose activation, actives largely listed as activators | AID 492947 | 0.02% of 330,000 active | P07550 | beta-arrestin recruitment to beta2AR, cell-based reporter;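 note: potency is the fitted concentration of half-maximal effect; 0% = DMSO controls and full agonism = EC100 isoproterenol or metaproterenol; nearly all actives have a fitted effect of over 65% in size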
The depositor's hits bear a star; ? = inconclusive; . = no result given; [ ] = another dose, or the depositor's remark. Unless noted, calls come from the whole dose curve; as a rule, active = well fitted curve in the direction sought with a large enough effect; inconclusive = small, poorly fitted or top-dose-only effect, or another doubt; inactive = no such curve, though single readings can be large; an effect the other way counts as inactive or inconclusive.

SMILES	uPA generation	ELG1 DNA repair	Tb PFK inh	TCR activator	USP2a inh	TSG101-PTAP inh	Eya2 inh	Mito fusion act	TSHR antagonist	BCR signal inh	B2AR arrestin
Cc1ccc(OCC(O)CN2CCN(CC(O)COc3ccc(C)cc3)CC2)cc1 (configuration not stated)	0%	?	0%	4%	2%	-1%	-3%	-27%	8	4%	-0.2%
O=C(N/C(=C\c1ccc([N+](=O)[O-])cc1)C(=O)N1CCOCC1)c1ccco1	2%	-2%	1%	-14%	0%	-2%	6%	-3%	3	-7%	-0.6%
CCOc1cc(NC(=S)NCCCN2CCOCC2)c(OCC)cc1NC(=O)C1CC1	-1%	9%	2%	8%	1%	-3%	-7%	-3%	7	1%	-0.2%
Cc1ccc(S(=O)(=O)N2CCOC2CNC(=O)C(=O)NCCc2ccc(S(N)(=O)=O)cc2)cc1 (configuration not stated)	-2%	-25%	1%	5%	-8%	2%	-3%	1%	-3	?	-0.1%
Cc1ccc(-c2cc(C(=O)N/N=C/c3c[nH]c4ccccc34)[nH]n2)cc1	-8%	-8%	-1%	-4%[46.1 µM]	1%	-1%	3%	-1%	16	?	-0.9%
CS(=O)(=O)N(CC(=O)N/N=C/c1ccc(OCC(=O)N2CCOCC2)cc1)c1ccccc1Cl	4%	-13%	2%	-1%[46.1 µM]	0%	-1%	9%	-1%	-2	-4%	0.4%
O=C(C1CCCCC1)N1CCCC(c2nc(-c3ccc(F)cc3)no2)C1 (configuration not stated)	.	0%	2%	-5%	0%	-5%	2%	20%	-7	0%	-0.5%
Cc1ccc(S(=O)(=O)CCC(=O)OCC(=O)Nc2ncc(Cl)cc2Cl)cc1	2%	3%	1%	.	4%	-6%	1%	-6%	-2	14%	-1.0%
CC(C)c1cc(C(=O)OCC(=O)NC(=O)NCc2ccco2)c(O)c(C(C)C)c1	.	-20%	-4%	2%	-1%	-2%	-11%	1%	17	?	0.1%
Cc1cc(C)cc(OCC(=O)N(Cc2cccs2)C2CCS(=O)(=O)C2)c1 (configuration not stated)	.	2%	1%	3%	-1%	-7%	2%	2%	-1	?	-0.1%
Cc1cc(O)c(C2(O)C(=O)Nc3cc(Br)ccc32)cc1C (configuration not stated)	-3%	-6%	5%	15%	7%	-1%	10%	7%	0	-1%	0.4%
COc1ccccc1/C=N/N1C(=O)C2C3C=CC(CC3)C2C1=O (configuration not stated)	-2%	-16%	5%	25%	-1%	-14%	-1%	13%	-3	7%	0.0%
CC(OC(=O)Cc1c[nH]c2ccccc12)C(=O)N(C)c1ccccc1 (configuration not stated)	5%	?	-12%	-3%	0%	-3%	-1%	-1%	16	?	-0.1%
O=C(CN1C(=O)/C(=C2\SC(=S)N(C3CCS(=O)(=O)C3)C2=O)c2ccccc21)Nc1ccc(F)cc1 (configuration not stated)	1%	-4%	-5%	-21%	-1%	-3%	8%	-1%	-2	5%	-0.5%
CCC(C)c1ccccc1NC(=O)COC(=O)CCc1cc(OC)c(OC)c(OC)c1 (configuration not stated)	-3%	-5%	-1%	10%[46.1 µM]	3%	1%	-5%	-2%	-7	-1%	-0.6%
O=C(CSc1ccc2ccccc2c1)Nc1ccc(S(=O)(=O)Nc2nccs2)cc1	2%	2%	-8%	3%[46.1 µM]	0%	1%	3%	-4%	-9	0%	-1.1%
Cc1ccc2nc3n(c(=O)c2c1)-c1ccccc1C(=O)NC3Cc1ccc(O)cc1 (configuration not stated)	.	13%	-1%	.	1%	.	1%	.	-10	?	-0.1%
CCOC(=O)c1cc(CC)sc1NC(=O)COC(=O)c1cc[n+]([O-])cc1	0%	-21%	1%	2%	1%	-4%	12%	2%	-7	7%	-0.4%
CC(=O)c1cccc(NC(=O)CSc2ccc(-c3ccc4c(c3)OCO4)nn2)c1	3%	?	3%	-2%[46.1 µM]	0%	2%	-4%	-2%	-14	0%	-0.8%
CCOc1cccc(C=NCCc2ccc(OC)c(OC)c2)c1O	-8%	-2%	-3%	.	-1%	-3%	-1%	-4%	-10	8%	0.2%
COc1ccc(C(=O)NC(=S)Nc2ccc(S(=O)(=O)Nc3cc(C)on3)cc2)cc1OC	2%	-5%	18%	-60%	3%	0%	-4%	3%	-13	1%	0.2%
CCc1c(C)sc2nc(SCC(=O)Nc3cc(C)on3)n(CCOC)c(=O)c12	3%	-2%	-4%	0%	1%	-3%	13%	1%	0	?	-0.2%
O=C(O)CCN1C(=O)C(=C2CCCCCC2)SC1=S	-7%	0%	7%	-1%	3%	-7%	12%	2%	-26	?	-2.6%
O=C(Nc1cccc(-c2nc3cccnc3s2)c1)c1ccco1	-7%	?	0%	.	1%	-7%	-2%	?	-7	-4%	-0.5%
CCCCNC(=S)Nc1cccc(C(C)=O)c1	7%	-3%	0%	2%[46.1 µM]	3%	-9%	6%	-7%	0	?	-0.6%
CCCc1c(O)nc(SC2CC(=O)N(c3ccc(OC)cc3)C2=O)[nH]c1=O (configuration not stated)	2%	6%	2%	3%	8%	-5%	0%	-9%	0	-1%	0.1%
COc1ccc(Cn2nc(C(=O)O)c3ccccc3c2=O)cc1F	3%	1%	-1%	3%	1%	-3%	15%	-2%	-1	?	-0.2%
CCOC(=O)CNC(=O)Cc1ccc(Cl)cc1	-1%	7%	-7%	-5%	-1%	-1%	7%	-3%	0	3%	-0.6%
O=C1C2C3c4ccccc4C(c4ccccc43)[C@@H]2C(=O)N1c1nc(-c2ccccc2)cs1 (some centres not stated)	?	-3%	0%	0%[46.1 µM]	1%	1%	3%	23%	-12	?	-3.3%
CC1Oc2ccccc2N(CC(=O)NC2CCCC2)C1=O (configuration not stated)	0%	0%	-20%	2%	0%	0%	4%	2%	9	-2%	-1.3%

Looked up above:
CC1Oc2ccccc2N(CC(=O)NC2CCCC2)C1=O (configuration not stated) – BCR signal inh: -2%
O=C(O)CCN1C(=O)C(=C2CCCCCC2)SC1=S – ELG1 DNA repair: 0%

Next section:
SMILES	uPA generation	ELG1 DNA repair	Tb PFK inh	TCR activator	USP2a inh	TSG101-PTAP inh	Eya2 inh	Mito fusion act	TSHR antagonist	BCR signal inh	B2AR arrestin
COc1cc(-c2[nH]ncc2CN2CCN(Cc3cccs3)CC2)cc(OC)c1OC	-2%	12%	-1%	-23%	2%	1%	-16%	1%	-7	?	0.4%
O=C(OCC(=O)N1CCc2ccccc21)c1ccncc1	-8%	7%	-6%	-2%	-1%	0%	-17%	-2%	-11	?	-0.2%
COCc1cc(C2C(C(=O)c3ccco3)=C(O)C(=O)N2CCOCCO)ccc1O (configuration not stated)	6%	-13%	-2%	3%	0%	1%	9%	-2%	0	-2%	-0.1%
CCOc1cc2[nH]c(=S)n(Cc3ccc(C(=O)N4CCN(C)CC4)cc3)c(=O)c2cc1OCC	2%	18%	2%	3%	2%	-8%	-2%	-2%	13	-4%	-0.5%
CCCNS(=O)(=O)c1cc2c3c(c1)C(C)C(=O)N3CCC2 (configuration not stated)	0%	12%	-6%	-24%	-1%	2%	3%	8%	-4	-9%	-1.1%
O=C(Nc1nnc(/N=C/c2ccco2)s1)c1ccc(F)cc1	-6%	-9%	0%	-12%	2%	-5%	-9%	-1%	-3	-17%	-4.3%
CC(CCc1ccccc1)NC(=O)C1CCCN(C(=O)c2cc3sccc3n2C)C1 (configuration not stated)	-16%	?	-7%	0%	2%	-12%	9%	9%	-8	?	-0.8%
COc1cc(C(=S)N2CCOCC2)ccc1OC(=O)c1cccc(C)c1	3%	?	-8%	3%	1%	-1%	4%	-2%	-13	-11%	-0.5%
COc1cccc(-c2nc3ccccc3s2)c1	-6%	?	-6%	4%	6%	-1%	3%	-4%	1	?	0.0%
Cc1ccc(S(=O)(=O)N2CCCN(C(=O)c3ccc(-n4nccc4C)cc3)CC2)cc1	-4%	-9%	-7%	3%	2%	-3%	20%	2%	-11	0%	0.0%

Assay outcomes (PubChem BioAssay)
